Screening results: PubChem, several laboratories
MEKK2 WT-MEK5: raises or lowers MEK5 binding to wildtype human MEKK2 PB1 domain | binding response (% of control), % at 10 µM | Q9Y2U5 | bead flow cytometry, Alexa488-MEK5 binding to MEKK2 WT; actives lie on both sides | 1.1% of 290,000 active; in the data active = binding response below about 67% or above about 130%; inconclusive = no clear call, values can overlap the other calls; inactive = in between
GalR3 antagonist: antagonists of human GalR3; HEK293 GalR3-CNG cAMP membrane potential fluorescence; galR3 body fused to GalR1 C-terminus; inhibition, % at 3 µM; 0.44% of 360,000 active; AID 651719;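 active = inhibition above the screen-wide average plus 3 SD, cut at about 13% in these data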;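 note: forskolin and galanin both at EC90 stimulate the cells; cAMP rise reported by CNG channel membrane potential dye signal; 0% = forskolin plus galanin with DMSO and 100% = forskolin alone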
PfM18AAP inh: blocks P. falciparum M18 aspartyl aminopeptidase | inhibition, % at 7.35 µM | recombinant PfM18AAP, H-Glu-NHMec fluorogenic cleavage | 1.2% of 290,000 active;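 active = inhibition above the campaign mean inhibition over all tested compounds plus 3 SD, cut at about 28% in these data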;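 note: 0% = plate median of test compound wells and 100% = 2 mM ZnCl2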
OXTR ag: agonists of human oxytocin receptor. P30559. 0.32% of 320,000 active. activation, % at 3 µM. CHO-OTR cells, Fluo-8 calcium fluorescence; normalized: DMSO 0%, oxytocin 100%;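 active = activation above the mean of all tested compounds plus 3 SD, cutoff set per screening run, cut at about 20% in these data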;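 note: peak over basal fluorescence ratio from a 100 s FLIPR kinetic read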
Target sequence (P30559 whole entry, looked up): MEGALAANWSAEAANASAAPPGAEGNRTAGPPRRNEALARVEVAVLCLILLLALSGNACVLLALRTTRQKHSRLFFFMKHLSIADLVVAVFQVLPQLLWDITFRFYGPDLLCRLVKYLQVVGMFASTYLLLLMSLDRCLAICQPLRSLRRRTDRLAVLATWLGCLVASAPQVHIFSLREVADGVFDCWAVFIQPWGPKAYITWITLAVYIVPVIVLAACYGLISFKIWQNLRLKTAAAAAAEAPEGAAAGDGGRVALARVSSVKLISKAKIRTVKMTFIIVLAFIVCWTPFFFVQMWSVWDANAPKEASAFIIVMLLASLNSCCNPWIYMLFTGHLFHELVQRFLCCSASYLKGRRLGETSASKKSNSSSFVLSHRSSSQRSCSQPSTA
NALP1 inh: NALP1 inhibition. S. cerevisiae NALP1/ASC/caspase-1 growth, X-gal OD620, 72 h. inhibition, % at 10 µM. 0.61% of 280,000 active; in the data active = inhibition mostly above about 24%, no sharp cut-off; inactive = mostly below about 32%; note: some compounds called inactive have numbers as strong as hits
GPR7 antag: human neuropeptides B/W receptor 1 antagonism. P48145. GPR7-expressing cells, fluorescence antagonist assay. inhibition, % at 4.4 µM. 1.1% of 290,000 active; in the data active = inhibition above about 16%, passing the limit was not always enough;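 note: cells stimulated with the agonist NPW; 0% = agonist with vehicle and 100% = vehicle without agonist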
V1R ag counter: counter-screen for oxytocin receptor agonists: human V1a receptor agonists | CHO-V1R cells, Fluo-8 calcium fluorescence, agonist mode; 0% DMSO, 100% 3 nM vasopressin | 0.25% of 320,000 active | activation, % at 3 µM | P37288 | AID 2797;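 active = activation above the mean activation of all tested compounds plus 3 SD, per screening run, cut at about 20% in these data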;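 note: signal is peak over basal fluorescence ratio across a 100 second FLIPR read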
Target sequence (P37288 whole entry, looked up): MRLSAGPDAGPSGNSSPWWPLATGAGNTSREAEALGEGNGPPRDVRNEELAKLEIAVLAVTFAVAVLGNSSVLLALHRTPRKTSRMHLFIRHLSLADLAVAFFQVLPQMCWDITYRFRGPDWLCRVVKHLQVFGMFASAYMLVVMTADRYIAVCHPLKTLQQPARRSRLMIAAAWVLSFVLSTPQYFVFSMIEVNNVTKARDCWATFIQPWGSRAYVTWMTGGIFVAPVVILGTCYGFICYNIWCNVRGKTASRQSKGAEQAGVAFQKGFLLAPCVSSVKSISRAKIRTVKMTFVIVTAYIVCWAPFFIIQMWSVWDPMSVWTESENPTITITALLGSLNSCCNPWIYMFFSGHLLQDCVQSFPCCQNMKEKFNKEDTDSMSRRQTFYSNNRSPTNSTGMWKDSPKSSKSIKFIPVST
MEKK2mut PB1 HTS: signal of MEK5 binding to mutant human MEKK2 PB1 domain; bead flow cytometry, Alexa488-MEK5 binding to MEKK2 mutant; percent response, % at 10 µM; 0.35% of 290,000 active; AID 1530; in the data active = percent response above about 24%, passing the limit was not always enough; note: inactives centre near 1; some results filed as inactive read as strong as hits
OXTR potentiate: potentiators of human oxytocin receptor. P30559. CHO-OTR cells, Fluo-8 calcium fluorescence, potentiator mode; 0% = oxytocin EC15, 100% = EC100. activation, % at 3 µM. 0.061% of 320,000 active. AID 2445;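 active = activation above that plate's cutoff, the mean activation of tested compounds plus 3 SD, cut at about 6.6% in these data, passing the limit was not always enough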;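 note: 100% uses oxytocin at 75 nM as the full agonist control; some results filed as inactive read as strong as hits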
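System: human OTR in CHO cells / Also added: sub-maximal oxytocin, roughly EC15 / Control set: EC15 oxytocin low, 75 nM oxytocin high / Schedule: 6 min compound pre-incubation at room temperature, 100 s kinetic read / Compound: single-point 3.0 µM / Replication: singlicate / Technique: Fluo-8 calcium dye fluorescence / Read-out basis: % activation of max/min ratio relative to oxytocin controls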
* = called active by the depositor; ? = inconclusive; · = not tested or not shown; & = joins results of further samples.

SMILES	MEKK2 WT-MEK5	GalR3 antagonist	PfM18AAP inh	OXTR ag	NALP1 inh	GPR7 antag	V1R ag counter	MEKK2mut PB1 HTS	OXTR potentiate
O=C(NCC1CCCO1)c1cc2n(n1)C(C(F)(F)F)CC(c1ccc(Br)cc1)N2 (configuration not stated)	91	-2	1	2.2	-3	4	2.4	-6	-11
Cc1c(NC(=O)c2cc(-c3ccc(F)cc3)on2)c(=O)n(-c2ccccc2)n1C	98	-7	-3	-1.0	-3	-13	0.5	4	7
O=C1OCc2cc(NC(=O)C3COc4ccccc4O3)ccc21 (configuration not stated)	96	-1	1	1.0	12	8	0.7	-4	-8
CC1CCN(C(=O)Cn2cc(C(=O)c3ccco3)c3ccccc32)CC1	103	-2	1	-1.5	10	6	-0.7	2	-2
COC(=O)Nc1ccc(S(=O)(=O)N2CCC(C(=O)N3CCC(C)CC3)CC2)cc1	100	6	6	-0.5	-21	-7	-0.2	-1	-17
O=C(Cc1ccc([N+](=O)[O-])cc1)c1c(O)cc(O)cc1O	94	-5	44*	2.2	-34	-17	0.5	-5	0
COC(=O)c1cn(NC(=O)C2CCC(C)CC2)c(=O)c2ccccc12 (configuration not stated)	110	1	-1	-2.8	12	-4	-1.4	3	-7
COc1ccc(CNC(=O)c2c(C)nc3ccccn23)cc1	99	-5	-1	5.3	4	-3	6.1	3	-18
Fc1ccc(NCc2cccnc2)cc1F	?	-2	10	2.0	11	-3	0.8	-41	9
CN(C)CCNS(=O)(=O)c1ccc(N2CCN(c3ccc(F)cc3)CC2)c([N+](=O)[O-])c1	110	-9	-3	16	-3	23*	13	-2	-11
CCCc1cc(C(=O)Nc2cccc(Cl)c2C)no1	94	-5	-12	-2.2	12	-4	-0.5	-6	-9
Cc1cc(Br)ccc1SCC(=O)OCC(=O)c1c(N)n(C)c(=O)n(C)c1=O	98	10	-13	2.0	18	-16	1.1	-4	-9
COc1ccccc1-c1ccc(SCC(=O)Nc2cc(C)on2)nn1	100	1	6	0.0	14	8	-1.2	2	-2
Cn1cccc1C(=O)NC(=O)COC(=O)CNS(=O)(=O)c1ccc(Br)cc1	97	-7	12	0.3	1	10	-0.3	4	-4
CCc1[nH]nc2c1C1(CCN(C(=O)OCc3ccccc3)CC1)C(C#N)=C(N)O2	94	0	11	1.5	-4	10	0.8	-5	-3

Next section; the last 5 above are carried over.
SMILES	MEKK2 WT-MEK5	GalR3 antagonist	PfM18AAP inh	OXTR ag	NALP1 inh	GPR7 antag	V1R ag counter	MEKK2mut PB1 HTS	OXTR potentiate
CCCc1cc(C(=O)Nc2cccc(Cl)c2C)no1	94	-5	-12	-2.2	12	-4	-0.5	-6	-9
Cc1cc(Br)ccc1SCC(=O)OCC(=O)c1c(N)n(C)c(=O)n(C)c1=O	98	10	-13	2.0	18	-16	1.1	-4	-9
COc1ccccc1-c1ccc(SCC(=O)Nc2cc(C)on2)nn1	100	1	6	0.0	14	8	-1.2	2	-2
Cn1cccc1C(=O)NC(=O)COC(=O)CNS(=O)(=O)c1ccc(Br)cc1	97	-7	12	0.3	1	10	-0.3	4	-4
CCc1[nH]nc2c1C1(CCN(C(=O)OCc3ccccc3)CC1)C(C#N)=C(N)O2	94	0	11	1.5	-4	10	0.8	-5	-3
CC1(C)Cc2c(sc3[nH]c(=S)[nH]c(=O)c23)CO1	99	-5	6	0.3	-8	-8	0.2	0	-3
CN(C)/C=C/C(=O)c1cnc(-c2ccccc2Cl)s1	95	-3	4	-1.2	9	4	-0.6	-8	-5
CC(C)(C)OC(=O)COc1cc(OCC(=O)OC(C)(C)C)c2c(=O)cc(-c3ccccc3)oc2c1	96	-9	-9	-0.6	2	0	-0.2	2	-8
CCn1c(COc2ccccc2C)nnc1SCC(=O)NC1CCCC1	94	-3	0	1.5	3	-3	1.2	-6	5
O=c1oc2ccc(C#CC3(O)CCCCC3)cc2cc1-n1cc(-c2ccsc2)nn1	·	-3	·	0.3	·	·	0.0	·	-1
Cc1nn2c(=O)c3c4c(sc3nc2n1-c1ccccc1)COC(C)(C)C4	99	0	-3	-1.3	27	-25	-0.8	-9	0
O=C(CNCc1ccc(Cl)cc1)Nc1ccc2c(c1)OCCO2	99	0	1	0.6	5	8	3.1	-1	-8
Cc1cc(NC(=O)CCC(=O)N(CC(=O)NC2CCCC2)Cc2ccc(F)cc2)no1	112	-2	-7	0.4	·	-2	0.1	10	-9
COc1cc(C2NC(=O)C(C#N)=C(S)N2c2ccc(C)cc2)ccc1OC(C)C (configuration not stated)	89	-2	-1	-1.2	-4	8	0.4	-2	-14
COc1cc(NC(=O)c2csc(-c3ccncc3)n2)cc(C(=O)Nc2cccc(C(F)(F)F)c2)c1	88	-3&-5	·	-1.1	·	·	-0.4	5	-14
O=C1CN(C(=O)c2cc([N+](=O)[O-])ccc2Cl)C(c2ccc(F)cc2)c2cc(F)ccc2N1 (configuration not stated)	93	-1	-7	2.0	26	-5	2.6	-1	-11
COc1ccc(N2CCN(CCC(O)c3ccc4ccccc4c3)CC2)cc1 (configuration not stated)	109	-12	1	9.0	40*	6	12	3	-18
CN(Cc1cccs1)C(=O)/C=C/c1ccccc1[N+](=O)[O-]	105	0	-9	1.0	-16	4	-0.1	5	4
CN(C)CCCCOc1ccccc1F	106	-2	0	0.8	0	-14	-0.1	6	-3
Cc1ccc(C)n1NC(=O)c1cccs1	104	-3	1	-0.7	14	-3	-0.8	5	-3
CCn1ncc(/C=N\NC(=O)c2ccc3c(c2)c(C)c(C)n3Cc2ccccc2)c1C	104	-3	8	-1.4	34	-7	0.5	4	-9
COC(=O)c1[nH]c2ccc(Cl)cc2c1NC(=O)CN1CCc2cc(OC)c(OC)cc2C1	133	-4	-1	-1.0	13	-3	0.6	14	-13
C=CCn1c(-c2cccn(Cc3ccccc3)c2=O)n[nH]c1=S	99	-2	8	0.7	8	-7	0.1	1	0
CC1=C(C)CC(C(=O)c2ccccc2)C(C(=O)O)C1 (configuration not stated)	92	4	-21	-0.6	17	1	0.4	4	-1
CC1CCc2c(nc3ncnn3c2N2CCN(c3ccccc3F)CC2)C1 (configuration not stated)	92	2	·	-0.3	7	·	-0.3	-2	-5
Cc1ccc(NC=C(S(=O)(=O)c2ccccc2)S(=O)(=O)c2ccccc2)c(C)c1	93	0	-1	-1.0	7	-13	0.2	7	-9
COc1ccc(CN2C(=O)CC(Cc3cc(C)cc(C)c3)C2=O)cc1OC (configuration not stated)	104	-2	1	-1.1	35	-17	-1.6	-1	-1
CCCN1CCN(C(=O)c2oc3c(Cl)cccc3c2C)CC1	101	1	1	0.5	13	-6	4.1	1	-1
CCCCNC(=O)CN(c1ccc(Cl)c(Cl)c1)S(C)(=O)=O	107	-2	-13	-0.1	37	7	1.0	2	-3
CC(=O)N1CC[n+]2c(-c3ccc(Cl)cc3Cl)csc21	88	-6	16	-0.2	53	-8	0.1	-3	-1
Cc1ccc(-n2[nH]c(C)c(C=Nc3ccc4[nH]c(=O)[nH]c4c3)c2=O)cc1C	100	0	-31	-0.3	12	-15	-0.7	4	-3
CC(Nc1nc(-c2ccc3c(c2)NC(=O)CO3)cs1)c1ccccc1 (configuration not stated)	92	-3	4	-1.5	-39	-5	0.5	-12	-9
CCOc1ccc(-c2nnn(CC#N)n2)cc1OC	110	-3	-2	-1.5	19	-6	0.1	2	-2
Cn1cc(C=O)c2cc(S(=O)(=O)N3CCOCC3)ccc21	96	1	-7	0.0	30	-12	0.6	-2	-2
COc1ccc(NC(=O)CSc2cc(C)ccc2C)cn1	101	-3	-8	-1.7	-12	11	0.0	0	-14
COc1ccc(NS(=O)(=O)c2ccc(C)c(C(=O)NCC(c3cccs3)N3CCOCC3)c2)cc1 (configuration not stated)	·	2	·	0.8	·	·	0.6	·	-6
Cc1cc(C)n(-c2ncc(-c3ccccc3)nn2)n1	108	-2	3	-1.5	0	2	-0.9	6	0
NC(=O)NCc1cccnc1	86	-8	-6	0.6	9	-2	-0.2	-14	-5
CCN(CC(=O)Nc1ccc(NC(C)=O)cc1)C(=O)C1COc2ccccc2O1 (configuration not stated)	107	2	-2	1.2	4	-16	0.1	5	-2
Cc1ccc(/C=C2/SC(=Nc3ccc(F)cc3)NC2=O)s1	101	-4	-13	0.9	24	10	1.7	0	-1
CCN(Cc1cc2cc(C)ccc2[nH]c1=O)S(=O)(=O)c1ccccc1	103	-4	-6	-2.5	18	9	-0.4	0	1
O=S(=O)(Cc1ccccc1)NCc1ccccn1	98	·	3	-0.2	5	-7	0.0	0	-3
COc1ccc(CN2CCNC(=O)C2CC(=O)N(C)CC2CCOCC2)cc1OC (configuration not stated)	97	-8	-1	0.7	23	0	0.3	0	1
Nc1[nH]ncc1S(=O)(=O)c1ccccc1	110	-11	1	0.1	6	-6	0.9	10	0
COc1ccc2[nH]c(=O)c(CN(C(=O)c3cccnc3)c3ccccc3)cc2c1	105	-2	4	-0.8	14	-7	-1.1	8	-22
CCCCOc1ccc(/C(O)=C2/C(=O)C(=O)N(CCCOC)C2c2ccncc2)cc1 (configuration not stated)	99	-5	0	0.2	3	3	-0.5	4	-6
Cc1ccc(-n2cc3c(=O)n(C)c(=O)n(C)c3c2)cc1C	101	-1	7	-2.4	23	-2	-0.9	3	-7
O=C(CSc1nc2ccccc2c(=O)n1Cc1ccc(Cl)cc1)NCc1cccs1	96	-5	1	-1.3	·	2	0.5	-2	-10
Cc1ccc(NC(=O)c2ccccn2)c(Br)c1	94	0	-7	-2.7	14	-10	-1.7	-6	-15
COc1ccc(CNC(=O)C2COc3ccccc3O2)c(OC)c1 (configuration not stated)	·	-6	8	-1.6	-13	-1	-1.4	·	-1
COc1ccc(C2=NN(C(=O)CN3CCCC3)C(c3ccc(OC)cc3)C2)cc1 (configuration not stated)	103	4	2	4.2	7	-1	0.7	-4	6
O=C1CCN(Cc2ccccc2)C=C1c1ccc2ccccc2c1	·	-1	·	-1.3	·	·	5.8	·	-3
O=C(Nc1ccc(N2CCCCC2)cc1)C(Cl)c1ccccc1 (configuration not stated)	95	-8	-3	0.7	21	-9	1.4	-6	11
COc1ccc(CSc2nc3ccccc3c(=O)n2CCCN2CCOCC2)cc1F	114	0	4	-0.3	10	-1	0.8	5	-6
CC(=O)N1c2ccc(S(=O)(=O)N3CCCC3C(=O)NCc3ccccc3Cl)cc2CC1C (configuration not stated)	97	2	-8	0.2	12	9	3.9	-2	-9
O=C(CSC(=S)N1CCCCC1)Nc1ncc2c(n1)CC(c1ccco1)CC2=O (configuration not stated)	97	-5	2	-0.2	8	-12	1.9	-5	1
COc1ccc(OC)c(CCNC(=O)c2ccc3c(c2)N(Cc2ccccc2)CCS3)c1	100	-9	2	-1.5	-4	15	1.7	-1	-6
O=C(c1cnn2c(C(F)(F)F)cc(-c3cccs3)nc12)N1CCN(C(c2ccccc2)c2ccccc2)CC1	95	-2	0	0.0	3	-6	-0.3	-1	-13
COc1cc(NC(=O)C2CCN(S(=O)(=O)c3cccs3)CC2)cc(OC)c1	·	-2	·	-0.7	·	·	1.0	·	0
O=C(c1ccc(Cn2c(=O)[nH]c3ccccc3c2=O)cc1)N1CCN(c2ccccn2)CC1	109	1	-1	1.6	34	2	1.7	-1	-9
